Assay outcomes as filed in PubChem BioAssay.
procasp7 counter = counter-screen for procaspase-3 activators: activators of human procaspase-7; AID 463210; activation, % at 8.5 µM; hit rate 0.093% among 330,000; recombinant procaspase-7, Ac-DEVD-pNA absorbance 405 nm; D23A/D198A/D206A triple mutant, cannot self-cleave; scale: DMSO 0, 5 µM enzyme 100;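 active = percent activation above the screen-wide mean plus 3 SD, cut at about 25% in these data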
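Replicates: singlicate. Assay system: Procaspase-7 triple mutant (PC-7 D3A). Signal: 405 nm absorbance of p-nitroaniline. Times: 1 h preincubation, 2 h reaction. Buffer or medium: Zinc-free HEPES pH 7.4 with 300 mM NaCl, 0.01% Triton X-100. Also added: DEVD-pNA substrate. Benchmarks: DMSO wells as 0%, DMSO with 5 µM added PC-7 as 100%.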
LAP4-GFP MLPCN = alters LAP4-GFP fluorescence in TOR pathway yeast screen | hit rate 0.34% among 320,000 | AID 2023 | S. cerevisiae LAP4-GFP multiplex, flow cytometry GFP, 3 h; median GFP as percent of DMSO wells | GFP response vs DMSO, % at 10 µM;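 active = GFP response vs DMSO above a set limit, about the screen mean plus 3 SD, cut at about 150% in these data; inconclusive = under 70 cell events counted for the yeast strain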
RPL19A TOR yeast = alters RPL19A-GFP fluorescence in TOR pathway yeast screen | percent response vs DMSO, % at 10 µM | hit rate 0.3% among 330,000 | S. cerevisiae RPL19A-GFP strain, flow cytometry, 3 h; stronger effect = lower value;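 active = percent response vs DMSO below 50%; inconclusive = fewer than 70 events counted for the yeast strain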;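 also: median channel GFP fluorescence of the barcoded RPL19A-GFP strain; ratio of sample median GFP to plate DMSO average so 100% = DMSO; lower means less RPL19A-GFP as with rapamycin TOR inhibition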
AHR activator = activates the human aryl hydrocarbon receptor | activation, % at 5 µM | hit rate 2.5% among 320,000 | AID 2796 | P35869 | AHR-responsive luciferase reporter cells, luminescence; in the data active = activation above about 47%;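 also: 0% = vehicle wells and 100% = reference agonist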
MEP2 TOR yeast = modulators of TOR pathway MEP2-GFP in S. cerevisiae. S. cerevisiae MEP2-GFP strain, flow cytometry GFP, 3 h; 100% = DMSO control level. GFP response vs DMSO, % at 10 µM. hit rate 0.51% among 330,000. AID 2016;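 active = GFP response versus DMSO above a set limit, roughly screen mean plus 3 SD, cut at about 180% in these data; inconclusive = fewer than 70 cells counted for a yeast strain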;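 also: median GFP fluorescence of the barcode-gated MEP2-GFP cells per well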
JMJD2C inh = blocks human GASC-1 demethylase activity; AID 2099; hit rate 0.069% among 330,000; inhibition, % at 2.35 µM; Q9H3R0; GST-JMJD2C(1-420) H3K9me3 demethylation, DELFIA europium;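 active = more than half of a compound's replicate wells show inhibition beyond 50%, single wells judged on their own value; inconclusive = some, but no more than half, of replicates pass 50% inhibition; inactive = no replicate passes 50% inhibition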;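 also: signal counts dimethyl H3K9 product captured on neutravidin plate; 0% = median of DMSO wells and 100% = 0.3 times that DMSO median; strong numbers were not always called active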
Target sequence (Q9H3R0 1-420 limits assumed): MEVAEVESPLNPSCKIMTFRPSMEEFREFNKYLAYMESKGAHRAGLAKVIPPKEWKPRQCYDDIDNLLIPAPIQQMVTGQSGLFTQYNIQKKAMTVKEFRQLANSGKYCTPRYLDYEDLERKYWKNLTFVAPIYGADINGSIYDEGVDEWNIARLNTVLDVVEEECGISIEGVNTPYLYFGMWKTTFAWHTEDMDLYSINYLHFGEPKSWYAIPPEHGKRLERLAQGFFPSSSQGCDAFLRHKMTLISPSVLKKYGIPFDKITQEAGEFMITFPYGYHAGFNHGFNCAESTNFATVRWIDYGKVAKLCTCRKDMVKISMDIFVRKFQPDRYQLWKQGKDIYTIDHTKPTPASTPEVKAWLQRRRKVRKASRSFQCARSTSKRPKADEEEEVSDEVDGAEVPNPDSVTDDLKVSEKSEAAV
CR mimetic SO = yeast age-related superoxide inhibition as caloric restriction mimetic | S. cerevisiae aged cells, superoxide DHE fluorescence; stronger effect = lower value | superoxide response (% of plate mean), % at 10 µM | hit rate 0.18% among 330,000 | AID 2690;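 active = superoxide response under a set limit, about three screen SD below normal, cut at about 65% in these data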;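 also: yeast aged for seven days with compound at 30 °C before DHE staining; 100% = average MFI of all compound-treated wells on the plate with controls excluded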
proCasp3 act = activators of human procaspase-3; activation, % at 8.5 µM; recombinant procaspase-3 D3A, Ac-DEVD-pNA absorbance 405 nm; hit rate 0.11% among 330,000; P42574;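 active = activation above the mean of all tested compounds plus 3 SD, cut at about 21% in these data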;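 also: 0% = DMSO alone and 100% = DMSO wells spiked with extra 5 µM PC-3 D3A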
Target sequence (P42574 whole entry D9A/D28A/D175A): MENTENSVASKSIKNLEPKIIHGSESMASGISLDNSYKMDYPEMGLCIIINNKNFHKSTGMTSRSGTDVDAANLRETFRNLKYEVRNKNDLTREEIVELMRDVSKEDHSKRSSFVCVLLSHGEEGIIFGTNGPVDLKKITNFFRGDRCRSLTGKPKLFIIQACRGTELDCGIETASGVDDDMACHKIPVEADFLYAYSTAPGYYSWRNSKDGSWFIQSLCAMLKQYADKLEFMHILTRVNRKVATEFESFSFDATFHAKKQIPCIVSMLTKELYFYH
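Assay system – Procaspase-3 D3A mutant, all three cleavage aspartates alanine · Controls – DMSO-only low control, 5 µM PC-3 D3A high control · Schedule – 1 h compound preincubation, 2 h substrate hydrolysis at 25 °C · Signal – 405 nm absorbance of p-nitroaniline, reads at 0 and 120 min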
Active calls of the source: *; i = inactive; ? = inconclusive; · = not tested or not shown.

Every second line gives: procasp7 counter	LAP4-GFP MLPCN	RPL19A TOR yeast	AHR activator	MEP2 TOR yeast	JMJD2C inh	CR mimetic SO	proCasp3 act
CCN1CCN(C(c2cccs2)C(C)NC(=O)c2c(F)cccc2F)CC1 (stereo not given)
 : 4	112	114	0	116	0	76	-6
O=C(CC1Sc2ccccc2NC1=O)NCc1cccc(Cl)c1 (stereo not given)
 : 0	95	98	1	94	-10	98	-2
CC(C)C(=O)Nc1nc(-c2ccc([N+](=O)[O-])cc2)cs1
 : 8	116	111	-9	105	-4	108	-2
CCOCCOC(=O)C1=C(C)N(C)C(=O)NC1c1ccccc1F (stereo not given)
 : -10	101	100	2	101	9	104	0
CCSc1ncnc2c1sc1nc(-c3ccco3)c3c(c12)CC(C)(C)OC3
 : 0	101	100	-4	109	-9	101	1
O=C(NNC(=O)c1ccc(-c2ccccc2)cc1)Nc1ccccc1
 : 12	101	89	4	110	?	86	-2
O=C(CCCc1c[nH]c2ccccc12)NCCc1c[nH]c2ccccc12
 : -4	96	99	43	109	3	96	6
CN1CCN(C(=O)c2cc([N+](=O)[O-])ccc2Cl)CC1
 : 8	94	103	-1	109	0	99	-5
CN(C(=O)COC(=O)c1cn(-c2ccccc2)nc1-c1ccccc1)C1CCS(=O)(=O)C1 (stereo not given)
 : 2	107	102	-2	97	i	107	4
O=C(Nc1ccncc1)C1CCN(S(=O)(=O)c2c(Cl)cccc2Cl)CC1
 : 8	106	93	13	95	-5	104	6
COc1ccc(-c2csc(Nc3ccccc3)n2)cc1
 : -4	117	95	6	103	-17	89	-8
COCCN(CCOC)c1ncc(Cl)c(C(=O)c2c(C)cc3ccccn23)n1
 : 3	99	97	0	105	-7	79	3
COc1cc2c(cc1OC)C(c1cc(Br)ccc1F)N(C(=O)CCl)CC2 (stereo not given)
 : 8	78	94	2	99	3	107	-6
CCCCCCCC(=O)Nc1ccc(C(=O)N/N=C/c2cccc([N+](=O)[O-])c2)cc1
 : -2	99	100	0	98	-1	113	7
CN(C)CCN(C(=O)c1ccc(S(=O)(=O)N(C)c2ccccc2)cc1)c1nc2cc3c(cc2s1)OCO3
 : -7	88	91	8	92	0	107	2
COc1ccc(CCN(Cc2cccs2)S(=O)(=O)c2ccc(S(=O)(=O)N3CCCCCC3)cc2)cc1OC
 : 6	·	·	-1	·	2	96	1
Cc1ccc(CN2C(=O)CCC2C(=O)NCCCN2CCCC(C)C2)cc1 (stereo not given)
 : -3	108	109	2	117	3	108	-3
CC(c1ccon1)N(C)C(=O)CCc1nnc(C2(c3ccc(Cl)cc3)CCC2)o1 (stereo not given)
 : 5	115	98	1	90	0	95	0
C=CCc1cc(/C=C2/NC(=S)NC2=O)cc(OC)c1O
 : -13	102	96	30	100	5	115	-19
O=C(c1ccc(Cl)c(S(=O)(=O)NCc2ccco2)c1)N1CCN(c2ccccc2F)CC1
 : -1	101	96	1	98	4	108	3
Cc1cc(CNC(=O)c2cccc([N+](=O)[O-])c2C)c2ccccc2n1
 : 0	95	100	2	104	-1	90	6
Cn1nc(C(=O)NC2CCCc3ccccc32)ccc1=O (stereo not given)
 : 7	91	102	4	99	15	107	0
COc1cc(C2NC(=O)CS2)cc(OC)c1OC (stereo not given)
 : 5	93	96	2	95	-12	111	2
CCN1C(=O)N(CC)C2C1N(CO)C(=O)N2CO (stereo not given)
 : 0	109	103	0	116	14	85	-1
COCCCNC(c1ccccc1)c1ccncc1 (stereo not given)
 : -5	·	91	1	98	-5	104	1
CCN(CC)CCOC(=O)c1ccc(NC(=O)CCCN2C(=O)/C(=C\c3cccs3)SC2=S)cc1
 : -13	90	101	3	97	10	97	-14
COC(=O)c1ccccc1NC(=O)CN(c1c(C)cccc1C)S(C)(=O)=O
 : 1	84	92	-2	102	-9	98	12
COc1ccc(CCN2CC(C(=O)NCc3ccccc3)CCC2=O)cc1 (stereo not given)
 : 1	88	84	0	99	0	87	-1
CC(C)CCNC(=O)C12CN(Cc3ccccc3)CC1C(c1cccc([N+](=O)[O-])c1)=NO2 (stereo not given)
 : 5	109	111	2	105	2	100	5
Cc1ccccc1Oc1nc2ccccc2n2cnnc12
 : 8	109	102	8	97	12	93	-8

Structures above with a halogen:
Every second line gives: procasp7 counter	LAP4-GFP MLPCN	RPL19A TOR yeast	AHR activator	MEP2 TOR yeast	JMJD2C inh	CR mimetic SO	proCasp3 act
CCN1CCN(C(c2cccs2)C(C)NC(=O)c2c(F)cccc2F)CC1 (stereo not given)
 : 4	112	114	0	116	0	76	-6
O=C(CC1Sc2ccccc2NC1=O)NCc1cccc(Cl)c1 (stereo not given)
 : 0	95	98	1	94	-10	98	-2
CCOCCOC(=O)C1=C(C)N(C)C(=O)NC1c1ccccc1F (stereo not given)
 : -10	101	100	2	101	9	104	0
CN1CCN(C(=O)c2cc([N+](=O)[O-])ccc2Cl)CC1
 : 8	94	103	-1	109	0	99	-5
O=C(Nc1ccncc1)C1CCN(S(=O)(=O)c2c(Cl)cccc2Cl)CC1
 : 8	106	93	13	95	-5	104	6
COCCN(CCOC)c1ncc(Cl)c(C(=O)c2c(C)cc3ccccn23)n1
 : 3	99	97	0	105	-7	79	3
COc1cc2c(cc1OC)C(c1cc(Br)ccc1F)N(C(=O)CCl)CC2 (stereo not given)
 : 8	78	94	2	99	3	107	-6
CC(c1ccon1)N(C)C(=O)CCc1nnc(C2(c3ccc(Cl)cc3)CCC2)o1 (stereo not given)
 : 5	115	98	1	90	0	95	0
O=C(c1ccc(Cl)c(S(=O)(=O)NCc2ccco2)c1)N1CCN(c2ccccc2F)CC1
 : -1	101	96	1	98	4	108	3

Continued:
Every second line gives: procasp7 counter	LAP4-GFP MLPCN	RPL19A TOR yeast	AHR activator	MEP2 TOR yeast	JMJD2C inh	CR mimetic SO	proCasp3 act
Cc1cc(OCc2nc(-c3ccncc3)no2)cc(C)c1Cl
 : -10	99	110	-1	104	-24	119	2
CCC(=O)Nc1ccc(C(=O)NNC(=O)c2ccccc2)cc1
 : 3	100	101	7	106	3	97	-3
C=CCN(C(=O)CSc1nc2c(sc3ccccc32)c(=O)n1CCN(CC)CC)c1ccccc1
 : 3	114	106	4	112	-2	110	-7
CCN(CC)c1ccc(NS(=O)(=O)c2ccc3c(c2)oc(=O)n3C)c(C)c1
 : -12	106	101	0	95	-5	115	-8
Nc1ccc2nc(SCc3ccccc3F)sc2c1
 : -2	114	101	26	98	1	87	9
COc1ccc(/C=C(\NC(=O)c2cccs2)C(=O)Nc2ccccc2C)cc1OC
 : 1	94	102	2	103	2	102	0
Cn1c(CC(=O)Nc2ccccc2F)nnc1SCC(=O)NC1CCCCC1
 : 1	89	101	3	102	-18	99	1
COc1cc(CCCN2C(=O)C(=O)NC[C@@H]2CC2CCCCC2)cc(OC)c1OC
 : 11	120	89	0	88	-18	104	-4
COc1ccc(C2C(C(=O)c3sc(C)nc3C)=C(O)C(=O)N2CCCn2ccnc2)cc1OC (stereo not given)
 : -19	96	96	5	97	-10	102	-6
CCOC(=O)c1c(C)[nH]c(C=O)c1Cc1cccc(Cl)c1
 : 6	89	101	1	99	2	84	0
COCc1cc(C)nc(SCC(=O)Nc2ccc3c(c2)OCCO3)c1C#N
 : 2	105	107	8	107	8	115	8
COc1cc(/C=N/NC(=O)c2[nH]nc3c2CCc2ccccc2-3)ccc1O
 : -6	79	108	10	103	-10	82	-9
O=C(NC(=S)Nc1ccc(N2CCN(C(=O)c3ccccc3)CC2)cc1)c1cccs1
 : -8	97	91	-4	97	-1	110	-6
Clc1cccc(CNc2nnnn2-c2ccccc2)c1
 : -1	98	·	3	96	4	101	8
COCC(C)NC(C(=O)Nc1cccc(C(C)=O)c1)c1ccccc1 (stereo not given)
 : -1	108	94	1	102	-5	118	-6
Cc1ccc(C(c2c(C)[nH][nH]c2=O)c2c(C)[nH][nH]c2=O)cc1
 : -5	118	94	0	93	-9	106	-7
C=CCSC(=C(C#N)C#N)c1cc2c([nH]1)CCCC2
 : -11	110	107	12	103	8	111	-13
COC(C[C@@H]1O[C@H]1[C@H](O)[C@@H](C)OCc1ccccc1)OC
 : -6	129	107	1	95	19	99	-7
CC(C)(C)NC(=S)NNC(=O)[C@H]1C[C@@H]1c1ccccc1
 : 12	115	96	3	101	9	106	-1
CCC1=Nc2cc(C(=O)NCCCOC(C)C)ccc2Sc2ccccc21
 : 3	98	100	13	103	125	94	3
COc1ccc(-c2cc3ccc(OC)cc3cn2)cc1
 : -2	95	95	44	89	2	92	11
COc1ccc(N2C(=O)CC(N3CCN(C(=O)c4ccco4)CC3)C2=O)cc1 (stereo not given)
 : -4	92	102	3	104	4	86	1
Cc1cccc(CCNC(=O)c2cccc(NC3=NC4CS(=O)(=O)CC4S3)c2)c1 (stereo not given)
 : -4	103	103	-2	105	10	95	5
